Compound activity: PubChem, several laboratories
RAM inhibit – inhibitors of the yeast RAM network; S. cerevisiae dse1pr::URA3 reporter, 5-FOA growth OD615, 2 d; analog-sensitive cbk1-as2 kinase mutant strain; inhibition, % at 50 µM; hit rate 1.8% among 190,000; AID 868;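 active = inhibition above a set limit, 3 SD over mean compound inhibition, cut at about 8.4% in these data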;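 also: 0% = DMSO-only wells with no growth and 100% = 10 µM 1-NA-PP1 full growth; inhibition rescues growth on 5-FOA so higher OD means more RAM inhibition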
STAT1 activator – activators of IFN-gamma induced STAT1 signaling. activation (% of control), % at 5.5 µM. NIH 3T3 STAT1-luciferase reporter, luminescence; 100% = IFN-gamma alone, no compound. hit rate 2.6% among 200,000. AID 932;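 active = activation above the screen-wide mean activation plus 3 SD, cut at about 130% in these data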;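 also: raw ratio to IFN-gamma control signal so 100% means no change and 0% no light; values of inactives mirror those of a sister screen read the other way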
STAT3 blocker – inhibitors of IL-6 induced STAT3 signaling | U3A cells, IL-6 STAT3-luciferase reporter, luminescence; host cell line lacks STAT1 | inhibition, % at 5.5 µM | hit rate 0.89% among 190,000;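 active = inhibition above the mean inhibition across all screened compounds plus 3 SD, cut at about 44% in these data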;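 also: 0% = DMSO only wells and 100% = 100 µM nifuroxazide control wells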
FLuc inh counter – inhibits firefly luciferase, flagging false hits in luciferase inhibition screens; P08659; hit rate 1.5% among 200,000; inhibition, % at 10 µM; ATPLite firefly luciferase biochemical luminescence, 10 min;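 active = inhibition above about 50% when tested at 10 µM, limit read from the data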
Target sequence (P08659 whole entry, looked up): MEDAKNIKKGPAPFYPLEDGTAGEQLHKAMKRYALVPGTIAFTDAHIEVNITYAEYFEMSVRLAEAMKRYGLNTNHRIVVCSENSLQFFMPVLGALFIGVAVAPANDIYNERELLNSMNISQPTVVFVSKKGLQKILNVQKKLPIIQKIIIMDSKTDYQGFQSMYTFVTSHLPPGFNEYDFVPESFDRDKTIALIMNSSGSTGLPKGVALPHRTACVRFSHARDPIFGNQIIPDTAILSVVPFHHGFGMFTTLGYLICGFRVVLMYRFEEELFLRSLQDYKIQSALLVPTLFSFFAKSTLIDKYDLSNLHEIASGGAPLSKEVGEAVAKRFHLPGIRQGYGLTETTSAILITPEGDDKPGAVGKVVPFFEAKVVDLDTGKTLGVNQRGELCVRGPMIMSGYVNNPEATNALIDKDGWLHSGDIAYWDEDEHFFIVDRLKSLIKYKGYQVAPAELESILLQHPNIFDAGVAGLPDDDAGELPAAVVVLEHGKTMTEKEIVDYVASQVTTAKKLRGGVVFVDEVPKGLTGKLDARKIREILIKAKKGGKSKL
APP 5'UTR act – APP 5'UTR luciferase reporter activation | SH-SY5Y APP 5'UTR luciferase reporter, luminescence; zero percent = DMSO vehicle wells | activation, % at 2 µM | hit rate 1% among 190,000 | AID 1276;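 active = activation above a set limit, based on mean plus 3 SD of controls, cut at about 140% in these data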; also: values of inactives mirror those of a sister screen read the other way
STAT3 activator – STAT3 signaling activation. hit rate 0.91% among 190,000. activation (% of control), % at 5.6 µM. AID 871. U3A cells, IL-6 STAT3-luciferase reporter, luminescence; 100% = signal with IL-6 EC80 alone;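 active = activation above the screen-wide mean of compound activation plus 3 SD, cut at about 130% in these data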;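 also: 0% = background luminescence of wells with medium and substrate only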
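System – human U3A cells carrying STAT3-luciferase construct · Probe or stimulus – Interleukin-6, 33 ng/mL · Schedule – compound 1 h, then IL-6 6 h at 37 °C · Signal – luminescence from STAT3-driven luciferase reporter · Evaluation – percent of IL-6-only median luminescence · Benchmarks – IL-6-only high control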
APP 5UTR inh – APP translation inhibition. SH-SY5Y APP 5'UTR-luciferase reporter, luminescence. inhibition, % at 2 µM. hit rate 0.82% among 190,000. AID 1285;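 active = inhibition above a set limit, derived from the sample mean plus 3 SD, cut at about 45% in these data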; also: values of inactives mirror those of a sister screen read the other way
NF-kB neuron act – compounds increasing NF-kB expression in human neuronal cells | AID 1239 | fold change at 12.5 µM | hit rate 1.6% among 190,000 | NF-kB reporter expression; hits give high values; in the data active = fold change above about 3.3
Hsp70 act – Hsp70 transcriptional activation, primary screen. HeLa Hsp70 promoter luciferase reporter, luminescence; scaled: vehicle 0, proteasome-inhibitor control 100%. hit rate 0.04% among 200,000. activation, % at 10 µM;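 active = activation above the mean across all tested compounds plus 3 SD, cutoff set per campaign, cut at about 5.5% in these data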;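 also: 100% = MG132 at 30 µM as the positive control and 0% = DMSO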
STAT1 blocker – inhibitors of IFN-gamma induced STAT1 signaling; NIH 3T3 STAT1-luciferase reporter, luminescence; inhibition, % at 5.5 µM; hit rate 0.35% among 200,000; AID 920;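 active = inhibition above a set limit, the mean inhibition across all tested compounds plus 3 SD, cut at about 34% in these data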;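 also: 0% = IFN-gamma with DMSO and 100% = IFN-gamma with 300 µM nifuroxazide; values of inactives mirror those of a sister screen read the other way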
* hit, by the source's call; x = not tested or not shown. No enrichment for hits; about 7.7% have a hit in one of these screens.

#	Compound	RAM inhibit	STAT1 activator	STAT3 blocker	FLuc inh counter	APP 5'UTR act	STAT3 activator	APP 5UTR inh	NF-kB neuron act	Hsp70 act	STAT1 blocker
1	O=C(CSc1ncccc1-c1nc2ccccc2[nH]1)N1CCN(c2ccccc2F)CC1	4.6	91.9	11.4	1.7	18.6	95.5	-18.6	0.53	-0.3	8.9
2	COc1cc(OC)cc(C(=O)Nc2cc(-c3cn4cccnc4n3)ccc2C)c1	2.8	92.1	12.4	2.4	-13.3	93.1	13.3	0.97	-0.3	7.3
3	COCc1[nH]nc2c1C(c1cc(OC)c(O)c(OC)c1)C(C#N)=C(N)O2 (configuration not stated)	1.2	101.1	0.9	0.9	9.4	104.9	-9.4	1.33	-0.2	0.1
4	Cc1ccc(C(=O)c2ccc(C)cc2)cc1	-0.1	113.7	8.2	10.7	18.1	98.7	-18.1	1.02	0.1	-16.3
5	COc1ccc2nc(/C=N/NC(=O)[C@H](C)NC(=O)OC(C)(C)C)ccc2c1	2.0	124.4	16.5	38.2	15.6	86.0	-15.6	1.74	-0.1	-27.4
6	On1nnc2ccc3ccccc3c21	0.3	93.1	3.2	-5.7	-4.8	97.5	4.8	1.1	-0.3	7.9
7	Cc1nc2ccccc2n1CC(O)COCC1CC=CCC1 (configuration not stated)	0.4	84.5	44.3*	-4.4	-12.8	63.0	12.8	0.73	-0.4	14.1
8	N#C/C(=C\c1c(N2CCC(C(N)=O)CC2)nc2ccccn2c1=O)S(=O)(=O)c1ccccc1	3.1	93.7	6.6	-11.3	8.7	96.4	-8.7	1.1	-0.1	6.9
9	CCCN(/C=N/c1sc2c(c1C#N)CCCCC2)CCC	-0.1	103.1	-9.3	6.4	9.8	112.4	-9.8	1.03	-0.4	-3.4
10	CCn1c(-c2ccc(N(C)C)cc2)nc2ccccc21	1.7	107.5	44.5*	84.8*	95.6	64.0	-95.6	2.93	0.2	-8.3
11	Cc1cc(NC(=O)CCCN2C(=O)c3cccc4cccc(c34)C2=O)no1	1.1	89.3	22.8	0.3	3.6	82.4	-3.6	1.15	-0.3	9.7
12	C=CCOc1cc(OC)c(OC)c(OC)c1	0.8	92.6	10.5	-0.1	11.1	100.8	-11.1	1.1	-0.2	7.2
13	Cc1cccnc1NC(=O)c1cc2c(=O)oc3ccccc3c2s1	0.9	105.4	0.9	-1.0	-2.0	99.2	2.0	1.25	-0.3	-6.0
14	CS(=O)(=O)N(CC(=O)NCc1ccccc1Cl)Cc1ccccc1	2.7	94.0	20.8	-2.8	-6.4	85.2	6.4	0.96	-0.3	7.9
15	CCCCNc1ncnc2c1cnn2-c1ccc(Cl)cc1	3.9	158.0*	-13.9	17.2	-33.5	111.5	33.5	7.2*	0.2	-60.8
16	C/C(CC(=O)Nc1cc(Cl)ccc1Cl)=N\NC(=O)c1ccccc1Br	1.8	102.5	17.0	-9.0	-1.3	89.4	1.3	x	1.6	-4.6
17	CCOC(=O)c1cccc(NC(=S)N2CCN(c3ncc4c(=O)c(C(=O)O)cn(CC)c4n3)CC2)c1	3.9	94.1	6.2	-2.8	-2.5	102.0	2.5	1.17	0.0	6.5
18	O=C(CCCCCn1c(=S)[nH]c2ccc(N3CCOCC3)cc2c1=O)NCc1ccccc1Cl	2.5	88.7	8.4	-4.7	9.9	97.0	-9.9	1.12	-0.1	13.5
19	Cc1c(Cl)cccc1-n1nnnc1-c1cccs1	0.7	100.7	12.5	-6.7	19.1	94.7	-19.1	1.29	0.0	-0.1
20	O=C(Nc1ccccc1)OCCN1CCN(Cc2ccccc2)CCC1=O	-0.1	98.8	-13.6	-3.3	6.8	108.9	-6.8	1.37	-0.3	1.3
21	COc1ccccc1NS(=O)(=O)c1cccc(C(=O)N/N=C/c2ccc(NC(C)=O)cc2)c1	3.3	96.8	7.6	-4.8	-1.1	97.6	1.1	1.25	0.0	0.5
22	CCc1c(O)nc(N2CCN(Cc3ccccc3)CC2)[nH]c1=O	0.0	106.4	7.5	-1.4	11.5	94.3	-11.5	1.21	-0.1	-7.1
23	COc1ccc(NC(=O)CSc2nncs2)cc1OC	0.0	103.7	0.6	-0.3	-7.5	104.3	7.5	0.81	-0.2	-4.0
24	O=Cc1ccc(O)c(O)c1	-0.1	99.8	-1.3	-5.8	19.4	103.2	-19.4	1.13	-0.2	0.2
25	O=C(Nc1nnc(-c2ccc(Cl)cc2)o1)c1ccccc1Br	3.8	98.4	11.4	-0.7	19.7	97.8	-19.7	1.13	0.3	1.8
26	CCOc1ccc(N(CC(=O)Nc2ccc(OC)cc2)S(=O)(=O)c2c(C)[nH]c(=O)[nH]c2=O)cc1	0.5	102.6	9.6	-5.0	1.1	98.9	-1.1	1.09	-0.1	-2.5
27	COC(=O)Cc1cc(=O)oc2c(C)c(O)ccc12	1.6	97.9	9.6	-1.4	1.1	99.6	-1.1	0.82	-0.2	-0.2
28	C/C(=N/NC(=O)c1ccc2c(c1)OCO2)c1ccc(NC(=O)C(F)(F)F)cc1	2.9	109.3	0.0	-2.1	30.6	97.9	-30.6	1.43	0.1	-10.5
29	COc1ccc(-n2c(CNc3ccc(C)cc3)nnc2SCc2ccccc2)cc1	5.8	91.6	-16.3	-3.6	x	114.2	x	0.82	-0.2	9.4
30	CCOc1cc(/C=N/NC(=O)Cn2nc([N+](=O)[O-])cc2C)cc(Br)c1OCc1ccccc1C	0.6	98.4	-0.6	-5.6	5.7	104.4	-5.7	0.91	0.0	1.8
31	Cc1cc2cc(CN(Cc3nnnn3C3CCCCC3)CC3CCCO3)c(=O)[nH]c2cc1C (configuration not stated)	0.4	95.7	7.2	-3.9	17.9	97.2	-17.9	0.73	-0.4	4.7
32	COCC1CCCCN1Cc1cn[nH]c1-c1ccc2cc(OC)ccc2c1 (configuration not stated)	3.1	109.1	5.8	-6.6	22.2	100.0	-22.2	1.24	-0.4	-9.8
33	CCCOc1ccc(CNC(=S)NCc2ccc(OC(C)C)cc2)cc1	5.7	98.5	-0.3	-9.0	x	100.5	x	0.83	-0.5	1.6
34	Cc1cc(N2C(=O)CC(Cc3ccccc3)C2=O)no1 (configuration not stated)	3.8	102.6	8.0	-4.8	13.2	102.9	-13.2	1.17	-0.1	-2.9
35	CCc1noc(C)c1C(=O)Nc1sc(C(=O)N(C)C)c(C)c1C(=O)OC	0.1	92.9	-1.5	-2.9	11.1	104.0	-11.1	0.56	-0.3	8.9
36	COCCOC(=O)c1c(C)oc2cc(Br)c(OCC(N)=O)cc12	0.1	94.5	8.8	-5.6	-0.3	94.9	0.3	0.78	-0.2	6.3
37	CCOC(=O)c1c(C)[nH]c(C(=O)CSc2nnnn2-c2ccc(C)cc2)c1C	0.8	103.5	5.9	-4.3	-7.3	101.2	7.3	1.11	-0.1	-3.8
38	Cc1ccc2nc(CSc3nnc4ccccn34)cc(=O)n2c1	0.0	108.3	-0.5	-3.3	-23.4	104.6	23.4	1.31	-0.3	-9.0
39	Cc1cccc(NC(=S)NCCc2ccc3c(c2)OCCO3)c1C	-0.5	109.5	0.9	-9.9	16.9	104.4	-16.9	0.92	-0.3	-10.3
40	CC12CN3CC(C)(CN(C1)C3c1c[nH]c3ccccc13)C2=O (configuration not stated)	0.8	102.2	8.2	-6.4	-2.2	96.7	2.3	1.06	-0.2	-4.0
41	Cc1cccc2cc(CN(Cc3cccnc3)C(=O)c3cccs3)c3nnnn3c12	1.9	97.6	3.7	-5.3	1.9	101.9	-1.9	0.97	-0.3	2.4
42	CC(=O)c1sc(NC(=O)C(C)(C)C)nc1C	2.0	97.6	-4.3	-4.8	12.2	105.2	-12.2	1.33	-0.2	2.5
43	Cc1cc(N/N=C/c2ccncc2)nc2ccccc12	1.8	147.2*	10.6	22.6	97.9	98.6	-97.9	0.93	0.1	-50.8
44	CCCCn1c(SCC2CCCO2)nc2cc(S(N)(=O)=O)ccc21 (configuration not stated)	2.5	100.5	0.7	-0.2	-16.6	100.7	16.6	1.1	-0.1	-0.6
45	CCCCNC(c1ccccc1)c1ccncc1 (configuration not stated)	-1.1	104.2	0.9	-6.2	2.8	104.2	-2.8	1.64	-0.4	-4.6
46	O=C(CN1CC(=O)Oc2ccccc21)OCC(=O)c1ccc(Br)cc1	x	70.7	1.4	x	-11.4	101.5	11.4	x	0.1	31.9
47	Cc1cc(S(=O)(=O)NCC(c2ccccc2)c2ccccc2)ccc1-n1cnnn1	1.7	109.0	4.9	3.9	30.4	101.8	-30.4	1.17	-0.1	-9.8
48	Cc1ccc(NC(=S)C2=C(O)c3ccccc3N(C)S2(=O)=O)cc1	7.3	98.4	6.4	42.5	1.0	97.0	-1.0	1.55	0.2	1.8
49	COc1ccc(C(=O)OCC(=O)NCC2CCCO2)cc1S(=O)(=O)N1CCCc2ccccc21 (configuration not stated)	0.8	107.8	-9.2	-7.1	10.4	115.2	-10.4	0.53	0.4	-9.5
50	CC1(C)CC(=O)C2=C(C1)OC(N)=C(C#N)C21C(=O)N(CN2CCOCC2)c2ccccc21 (configuration not stated)	-0.3	101.4	-1.6	-9.8	7.8	104.0	-7.8	1.04	0.5	-1.5

Carrying on:
#	Compound	RAM inhibit	STAT1 activator	STAT3 blocker	FLuc inh counter	APP 5'UTR act	STAT3 activator	APP 5UTR inh	NF-kB neuron act	Hsp70 act	STAT1 blocker
51	O=S(=O)(Nc1ccc(N2CCCCC2)cc1)c1cccc2cccnc12	0.9	96.6	3.4	-8.2	6.5	99.5	-6.5	1.05	-0.3	3.8
52	COc1ccc(-c2[nH]ncc2CNCC(C)(C)N2CCOCC2)cc1F	0.7	102.8	4.8	-4.2	-12.9	99.7	12.9	1.01	0.0	-4.6
53	COc1ccc2c(c1)C(=O)c1ccccc1CO2	1.2	120.7	-4.8	30.6	40.1	108.0	-40.1	2.58	0.0	-22.4
54	CCOC(=O)C1(CCCc2ccccc2)CCN(CC(O)CO)CC1 (configuration not stated)	-0.7	97.8	-10.2	-0.3	-0.9	110.8	0.9	0.93	0.1	0.5
55	CCN(CC)CCNCc1ccc(-c2ccc(Cl)cc2)o1	1.2	98.4	2.5	1.1	2.1	101.6	-2.1	0.84	0.0	3.1
56	N#CCSc1nnc(-c2ccccc2)c(-c2ccccc2)n1	4.0	92.5	-1.7	-2.8	-6.5	102.1	6.5	1.15	0.3	8.3

Ordered by SMILES length (lowest first): part of the list above.
#	Compound	RAM inhibit	STAT1 activator	STAT3 blocker	FLuc inh counter	APP 5'UTR act	STAT3 activator	APP 5UTR inh	NF-kB neuron act	Hsp70 act	STAT1 blocker
55	CCN(CC)CCNCc1ccc(-c2ccc(Cl)cc2)o1	1.2	98.4	2.5	1.1	2.1	101.6	-2.1	0.84	0.0	3.1
54	CCOC(=O)C1(CCCc2ccccc2)CCN(CC(O)CO)CC1 (configuration not stated)	-0.7	97.8	-10.2	-0.3	-0.9	110.8	0.9	0.93	0.1	0.5
52	COc1ccc(-c2[nH]ncc2CNCC(C)(C)N2CCOCC2)cc1F	0.7	102.8	4.8	-4.2	-12.9	99.7	12.9	1.01	0.0	-4.6
50	CC1(C)CC(=O)C2=C(C1)OC(N)=C(C#N)C21C(=O)N(CN2CCOCC2)c2ccccc21 (configuration not stated)	-0.3	101.4	-1.6	-9.8	7.8	104.0	-7.8	1.04	0.5	-1.5
